TRPML3 ag: human TRPML3 channel agonists, primary screen, cell-based, HEK293 TRPML3-YFP, Fluo-8 calcium fluorescence, 3 µM | Mucolipin-3 (Homo sapiens), Q8TDD5 | 100% = the carbachol control signal | activation, % at 3 µM | 0.29% of 220,000 active;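 active means activation above its plate's cutoff, the mean activation of the plate's test wells plus 3 SD, cut at about 12% in these data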;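 further: 0% = DMSO only wells and 100% = carbachol wells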
Target sequence (Q8TDD5 whole entry, looked up): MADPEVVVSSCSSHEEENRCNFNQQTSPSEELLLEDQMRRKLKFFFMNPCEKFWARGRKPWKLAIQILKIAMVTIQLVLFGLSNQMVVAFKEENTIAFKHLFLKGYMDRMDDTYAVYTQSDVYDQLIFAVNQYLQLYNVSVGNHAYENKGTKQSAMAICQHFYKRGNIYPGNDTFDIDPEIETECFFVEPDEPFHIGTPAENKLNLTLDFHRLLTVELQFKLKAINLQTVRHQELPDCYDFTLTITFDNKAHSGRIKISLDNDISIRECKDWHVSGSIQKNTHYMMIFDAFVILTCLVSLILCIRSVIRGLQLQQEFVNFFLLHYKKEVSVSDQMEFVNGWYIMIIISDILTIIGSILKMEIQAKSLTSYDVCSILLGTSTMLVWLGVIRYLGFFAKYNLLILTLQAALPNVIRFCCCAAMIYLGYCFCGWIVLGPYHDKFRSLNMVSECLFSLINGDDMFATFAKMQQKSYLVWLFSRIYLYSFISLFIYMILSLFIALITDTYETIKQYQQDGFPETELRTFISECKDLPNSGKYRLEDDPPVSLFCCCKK
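Test system: HEK293 cells stably carrying human TRPML3-YFP; Doses: single dose, 3 µM final nominal compound, 0.3% DMSO final; Schedule: dye loading 1 h 37 °C then 30 min ambient, 125 s read; Technique: Fluo-8 calcium fluorescence; Benchmarks: high control carbachol 87 µM, low control DMSO.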
TNF death inh: inhibitors of TNF-alpha triggered necroptosis, primary screen, cell-based, Jurkat FADD-/-, single concentration; Jurkat FADD-/- TNF necroptosis rescue, ATP luminescence, 24 h; 0 = TNF only, 100 = no-TNF cells; activation (protection from cell death), % at 10 µM; 0.068% of 220,000 active; AID 463075, 2010;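 active means activation, meaning protection from cell death, of at least 50% relative to plate controls; inactive means activation below 50%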;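 further: necroptosis triggered by 40 ng/mL TNF-alpha added together with compound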
PPC-1+TRAIL kill: compounds killing PPC-1 cancer cells with TRAIL present, primary screen, TRAIL potentiator project, ATPLite luminescence, uHTS; PPC-1 cells + TRAIL, ATPLite viability luminescence; cell killing (% activity), % at 4 µM; 0.41% of 220,000 active; AID 1443, 2008;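 active means cell killing above 50% in the first pass at 4 µM, then a duplicate retest at 5 µM averaging 50% or more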;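 further: plate controls were cells with TRAIL plus DMSO for no effect and medium-only wells lacking cells for full effect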
RBBP9 inh: human RBBP9 inhibitors, primary screen, biochemical, fluorescence polarization, FP-Rh probe, HTS; Serine hydrolase RBBP9 (Homo sapiens), O75884; recombinant RBBP9; inhibition, % at 7.94 µM; 0.2% of 220,000 active; AID 1515, 2009;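 active means inhibition above the campaign mean of all tested compounds plus 3 SD, cut at about 14% in these data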;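 further: plate controls were DMSO wells with RBBP9 for no effect and wells lacking RBBP9 protein for full effect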
Target sequence (O75884 whole entry, looked up): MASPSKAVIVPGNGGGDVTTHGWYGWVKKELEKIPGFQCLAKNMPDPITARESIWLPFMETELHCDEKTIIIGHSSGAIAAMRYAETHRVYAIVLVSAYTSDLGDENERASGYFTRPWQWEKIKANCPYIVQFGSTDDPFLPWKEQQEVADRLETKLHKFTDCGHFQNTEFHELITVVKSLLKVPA
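Test system: recombinant human RBBP9; Timing: 30 min then 45 min, 25 °C; Detection: fluorescence polarization; Control set: RBBP9 with DMSO as uninhibited control, no-protein wells as full inhibition; Compound dosing: one concentration, 7.94 µM nominal, 0.794% DMSO; Probe or stimulus: FP-Rh activity-based probe, 375 nM before mixing.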
Ba/F3 V617F tox: reduced viability of JAK2V617F-dependent Ba/F3 cells, primary screen, JAK2V617F inhibitor project, cell-based, Ba/F3 EpoR-JAK2V617F, luminescence; ATP luminescence; inhibition, % at 5.6 µM; 1.1% of 220,000 active; AID 1446, 2008;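 active means inhibition above the campaign mean plus 3 SD over all tested compounds, cut at about 24% in these data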;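 further: cytokine-independent growth of Ba/F3 cells driven by EpoR plus mutant JAK2; 0% = DMSO-treated cells and 100% = JAK inhibitor I control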
zfTRPN1 agonist: zebrafish TRPN1 channel agonists, primary screen, cell-based, HEK293, calcium fluorescence; activation, % at 3 µM; 0.18% of 220,000 active; transient receptor potential cation channel N1 (TRPN1/NompC), Danio rerio; HEK293 zebrafish TRPN1-YFP, Fluo-8 calcium fluorescence; 100% = response to 87 µM carbachol;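 active means activation above its plate's cutoff, the mean activation of test wells on that plate plus 3 SD, cut at about 19% in these data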;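 further: 0% = DMSO alone and 100% = 87 µM carbachol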
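Material – zebrafish TRPN1-YFP in HEK293 cells · Doses – 3 µM single point · Schedule – dye 1 h 37 °C plus 30 min RT · Signal – Fluo-8 calcium fluorescence, excitation 470-495 nm, emission 515-575 nm · Read-out – % activation versus carbachol response · Control set – carbachol high, DMSO low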
CHOP inhibitor: inhibitors of CHOP promoter induction, primary screen, cell-based, unfolded protein response, luciferase reporter | CHO-K1 CHOP-promoter luciferase, tunicamycin-induced, 15-18 h | inhibition, % at 10 µM | 3.8% of 220,000 active | AID 2732, 2010;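 active means compounds that reduced the stress-induced luciferase reporter signal by more than about 70% of percent inhibition, limit read from the data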;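 further: 0% = tunicamycin plus vehicle and 100% = wells without tunicamycin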
BaF3 tox: parental Ba/F3 cell viability inhibition, counter-screen for JAK2V617F inhibitor project, murine pro-B, CellTiter-Glo luminescence; CellTiter-Glo ATP luminescence; inhibition, % at 5.6 µM; 1.1% of 220,000 active;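 active means inhibition above a per-campaign cutoff, the mean inhibition of all tested compounds plus 3 SD, cut at about 27% in these data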;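 further: 0% = DMSO wells and 100% = JAK Inhibitor I control wells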
Wee1 stabilizer: Wee1 degradation inhibitors, primary screen, cell-based, HeLa, Wee1K328M-luciferase, luminescence. Wee1-like protein kinase (Homo sapiens), P30291. HeLa Luc-Wee1K328M stability; 100% = proteasome inhibitor MG132 effect. reporter increase, % at 5 µM. 1.2% of 220,000 active;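 active means activation above the mean of all tested compounds plus 3 SD, set per screening run, cut at about 8.8% in these data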;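 further: cells exposed to compound for 20 h before luminescence read; 0% = DMSO alone and 100% = MG132 at 30 µM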
Active calls of the source: *; . = not tested or not shown.

Values run as follows: TRPML3 ag	TNF death inh	PPC-1+TRAIL kill	RBBP9 inh	Ba/F3 V617F tox	zfTRPN1 agonist	CHOP inhibitor	BaF3 tox	Wee1 stabilizer
- O=C(O)c1ccc(Nc2ncc([N+](=O)[O-])cc2[N+](=O)[O-])cc1
    0.4	-0.2	-0.7	0.6	0.0	0.8	5.3	7.3	-0.1
- Cn1c(=O)c2c(nc(Sc3ncccn3)n2Cc2ccccc2Cl)n(C)c1=O
    0.4	-1.8	6.8	11.9	3.4	-0.2	-23.8	7.2	2.7
- COc1ccc(/C=C2\N=C(SC)SC2=O)cc1OC
    0.1	-2.4	22.7	-6.3	-2.0	-1.1	79.5*	1.0	0.5
- COc1cc(/C=C2\SC(=S)N(C(C(=O)O)c3ccccc3)C2=O)ccc1O (stereo not given)
    27.1*	-1.4	23.6	-105.5	0.3	40.3*	6.7	5.1	-0.8
- CC(OCCN1CCCC1)(c1ccc(F)cc1)c1ccc(F)cc1
    0.7	3.1	12.2	-7.3	1.1	0.5	13.0	5.9	-2.5
- COc1cc(OC)c(OC)cc1/C=N/Nc1ncnc2c1[nH]c1ccc(C)cc12
    0.7	3.4	-1.8	6.7	-4.2	1.5	-33.8	-0.8	0.2
- CC(C)(C)NCCCCOc1ccc(F)cc1
    1.3	0.6	13.3	-5.5	0.2	-0.4	6.0	2.5	2.3
- CCSc1nnc(Cn2c(=O)sc3ccccc32)n1-c1ccc(OC)cc1
    0.4	0.1	-7.4	-2.6	-1.9	1.0	-9.6	6.7	0.3
- C[N+]1(CCOC(=O)C2(c3ccccc3)CCCC2)CCCCC1
    -0.4	0.3	-10.5	3.2	1.3	1.9	13.1	11.3	4.8
- C/C(=N\Nc1ccccc1Cl)c1ccc(-n2ccnc2)cc1
    -0.1	-0.4	-4.8	-2.6	-1.4	0.5	30.7	5.2	-2.7
- CC(C)c1ccc2[nH]c(O)c(N=NC(=S)NCCc3ccccc3)c2c1
    -1.0	2.1	-6.9	-9.8	-2.9	-0.2	34.5	1.4	-1.1
- O=C(CSC1=NCCS1)Nc1ccnc2ccccc12
    3.5	-12.8	-3.7	-1.6	1.7	9.8	.	10.3	-1.3
- O=C(CN1C(=O)C2C3CCC(C3)C2C1=O)OCC(=O)c1cccc([N+](=O)[O-])c1 (stereo not given)
    0.8	0.0	4.4	-9.1	-1.6	1.1	-1.1	4.2	0.5
- CS(=O)(=O)c1ccc2nc(NC(=O)C3CCCCC3)sc2c1
    0.7	-6.8	3.3	1.1	-3.9	0.2	12.3	-0.5	-2.4
- O=C(C(NS(=O)(=O)c1cccc2nsnc12)c1ccccc1)N1CCN(c2ccccn2)CC1 (stereo not given)
    0.9	-0.2	0.1	-5.8	2.2	0.5	7.8	4.9	0.7
- O=C(CNC(=O)C12CC3CC(CC(C3)C1)C2)N/N=C\c1ccccn1
    0.9	2.3	2.9	-1.9	-1.7	1.7	4.5	-0.7	-3.8
- CCOC(=O)Cn1c(S(=O)(=O)Cc2ccccc2)nc2ccccc21
    0.4	0.5	10.8	-2.5	-2.4	0.6	31.9	3.6	-2.3
- O=C(COc1ccccc1[N+](=O)[O-])N/N=C/c1cccc(OC(=O)c2ccc3c(c2)OCO3)c1
    0.1	-1.5	-11.8	3.7	3.9	2.4	17.8	9.9	7.1
- CCCn1c(=O)c2[nH]cnc2n(-c2ccc(Cl)cc2)c1=O
    0.7	-0.4	1.5	-6.5	-4.2	1.9	2.5	-1.1	1.5
- COc1ccc(NC(=O)C2CCN(c3cc(-c4ccccc4)nc4ncnn34)CC2)cc1OC
    -0.8	-7.3	4.8	-11.5	6.1	-1.2	16.8	1.5	-2.2
- COc1ccc(N2CCN(Cc3nc4c(c(=O)[nH]c(=O)n4C)n3CCCc3ccccc3)CC2)cc1
    0.0	-3.2	3.6	-5.2	0.4	-1.0	14.7	4.4	-0.8
- COc1ccc(NC2CC(=O)N(C)C2=O)cc1 (stereo not given)
    0.7	2.7	18.9	-1.3	-3.2	0.3	-16.6	2.4	-3.0
- Cc1cc2nc(-c3cccc(NC(=O)c4ccc(Br)o4)c3C)oc2cc1C
    0.0	1.0	12.6	-4.4	-3.5	0.1	68.0	-0.9	14.2*
- Cc1ccc(C2CC(c3ccccc3)=NN2c2ccccc2)o1 (stereo not given)
    -0.1	0.3	7.1	-4.5	-3.0	-1.8	7.7	2.2	-1.6
- OCCN1CCN(CC(O)COCC2COc3ccccc3O2)CC1 (stereo not given)
    0.0	0.1	-13.8	-12.4	-2.5	0.8	-2.0	-0.7	-3.5
- COc1ccc(NC(=O)N(CCN2CCCC2)Cc2cc3cc(OC)c(OC)cc3[nH]c2=O)cc1
    0.7	1.6	-12.5	4.9	-4.0	-1.1	78.3*	2.6	-1.7
- CSc1cccc(NC(=O)c2ccco2)c1
    -0.1	-4.9	12.0	-6.8	-0.2	-0.4	-28.8	0.3	-0.7
- C=CCc1ccc(OCCCOc2ccc(C(=O)O)cc2)c(OC)c1
    0.5	0.6	14.4	-1.2	-4.0	0.2	4.9	-1.7	1.5
- Cc1c(C(=O)c2ccccc2)c2ccccn2c1CCC#N
    0.6	-2.6	-4.5	-4.3	0.6	-0.1	19.2	-2.5	-0.1
- CN(C)CCCN1C(=O)C(=O)/C(=C(/O)c2ccncc2)C1c1cccc(Br)c1 (stereo not given)
    0.1	-0.2	9.8	3.2	0.9	0.1	12.9	3.3	0.6
- O=C(O)c1cc(-c2ccncc2)nc2ccc(S(=O)(=O)N3CCOCC3)cc12
    0.0	0.2	-5.0	-0.9	3.2	0.3	23.9	8.3	-1.8
- CCOc1cc(/C=N/O)ccc1OCc1ccc(F)cc1
    -0.9	0.5	5.3	-1.8	0.1	-2.2	37.6	6.8	0.1
- CCS(=O)(=O)n1nc(-c2ccc(Cl)cc2)nc1SC
    -0.1	1.0	5.7	-9.9	-3.6	-0.8	49.4	3.3	-0.5
- COc1ccccc1Nc1nc(-c2cccc(N3C(=O)c4ccccc4C3=O)c2)cs1
    0.6	1.9	22.1	-7.0	-0.2	1.2	48.8	3.6	3.8
- O=C(COc1ccc(S(=O)(=O)NCc2ccccc2)cc1Cl)NCC1CCCO1 (stereo not given)
    -0.9	0.1	11.0	-7.2	-2.5	-1.2	21.1	3.2	-2.5
- Cc1ccc(SCC(=O)NCc2ccco2)cc1
    0.8	-0.9	-12.8	-8.5	-0.4	-0.4	9.2	6.4	-1.6
- CCOc1ccc(NC(=S)N(CC)Cc2ccccc2)cc1
    0.8	-0.6	-38.7	4.5	-0.4	-2.6	-1.8	5.7	-0.5
- CCN(CC)c1ccc(NC(=O)c2ccccc2F)cc1
    -0.3	-6.7	21.6	-2.0	0.7	-0.5	.	4.7	9.2*
- O=C(CSc1nc(-c2ccco2)cc(C(F)(F)F)n1)N1CCN(c2ccc(Cl)cc2)CC1
    0.5	-0.6	-3.7	-3.6	-3.0	-0.1	-17.0	0.8	2.1
- CSC1CCCCC1(O)CSc1nc2ccccc2o1 (stereo not given)
    -0.4	-0.1	4.9	-9.1	1.0	0.2	-21.4	1.3	3.5
- CSC1=N/C(=C\c2ccc(Br)o2)C(=O)S1
    -0.5	-1.6	6.1	-5.8	-1.7	0.3	36.4	-1.0	-3.3
- OCC1(CCc2ccccc2)CCN(Cc2cnc(N3CCCC3)s2)CC1
    -0.1	-1.4	7.9	-1.0	3.5	-1.1	2.6	10.3	1.1
- Cc1ccc(CNC(=O)c2nc3nc(C)cc(C)n3n2)cc1
    -0.8	-0.9	3.6	-13.6	1.4	0.6	4.9	3.3	-1.0
- O=C1CC(=O)C(n2cncn2)C(c2ccc(Cl)cc2)C1 (stereo not given)
    -0.1	0.5	-4.2	4.2	-5.4	-0.9	5.0	-2.8	-3.1
- NS(=O)(=O)c1ccc(NC(=O)COC(=O)/C=C/c2ccc([N+](=O)[O-])cc2)cc1
    0.8	2.5	17.3	0.4	1.7	1.0	5.8	9.1	-1.8
- O=C(NCc1ccco1)c1cccc(-c2nnc(-c3ccccc3)o2)c1
    0.5	-1.1	35.8	-4.7	-0.4	0.8	61.0	4.3	0.5
- COc1ccc(-n2nnnc2SCC(=O)Nc2cccc(NC(C)=O)c2)cc1OC
    0.7	-1.1	7.0	-8.6	3.7	0.7	27.2	7.9	0.6
- CCOCCCNC(=O)c1cc(=O)n(Cc2cccc(C)c2)c2ccccc12
    0.6	-2.1	8.0	-7.3	-5.6	-0.2	2.5	1.3	-2.2
- CC1CCC(=NNC(=O)Cc2ccccc2)CC1 (stereo not given)
    -0.9	-0.8	-6.3	-1.9	-2.9	0.3	-27.8	4.7	-2.9
- CCn1c(CNc2ccc(OC)cc2)nnc1SCC(=O)c1ccc(OC)cc1
    0.4	-0.4	6.8	0.8	1.2	1.0	25.2	6.3	0.8

Whole records, quoted from the list. Order of screens: TRPML3 ag	TNF death inh	PPC-1+TRAIL kill	RBBP9 inh	Ba/F3 V617F tox	zfTRPN1 agonist	CHOP inhibitor	BaF3 tox	Wee1 stabilizer
NS(=O)(=O)c1ccc(NC(=O)COC(=O)/C=C/c2ccc([N+](=O)[O-])cc2)cc1 reads 0.8	2.5	17.3	0.4	1.7	1.0	5.8	9.1	-1.8
COc1cc(/C=C2\SC(=S)N(C(C(=O)O)c3ccccc3)C2=O)ccc1O (stereo not given) reads 27.1*	-1.4	23.6	-105.5	0.3	40.3*	6.7	5.1	-0.8

Other records
Values run as follows: TRPML3 ag	TNF death inh	PPC-1+TRAIL kill	RBBP9 inh	Ba/F3 V617F tox	zfTRPN1 agonist	CHOP inhibitor	BaF3 tox	Wee1 stabilizer
- CCC(=O)Nc1nc2ccccc2n1Cc1ccccc1Cl
    -0.2	-3.9	9.3	-2.0	-2.7	-0.2	-8.0	0.9	-1.1
- CCOC(=O)c1ccc2[nH]c3c(c2c1)CCCC3O (stereo not given)
    -0.9	6.6	-4.0	-3.6	-0.6	0.0	3.7	6.6	-1.3
- COCCn1nnnc1C(c1cc2cc(C)cc(C)c2[nH]c1=O)N1CCN(c2ccccc2F)CC1 (stereo not given)
    0.2	0.3	9.5	-2.5	-4.4	-0.6	45.7	0.2	-0.8
- O=C(Nc1ccc2c(c1)OC1(CCCC1)O2)C1CC1
    -0.2	3.2	7.6	-12.5	3.4	0.5	20.9	1.8	6.9

Compound activity deposited in PubChem BioAssay by several laboratories.
